Screening results: PubChem BioAssay, National Center for Advancing Translational Sciences (NCATS)
Mito fusion act – inhibitors of mitochondrial division or activators of mitochondrial fusion. AID 485298. actives 0.23% (n = 320,000). S. cerevisiae fusion-defective mutant growth rescue, CellTiterGlo 48 h. Potency, µM (doses to about 46.1 µM), without a hit: at the top dose growth rescue (activation), actives largely listed as activators;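 also: potency is read from the fitted curve at half-maximal effect; % of control where 0% means no effect; nearly all actives have a fitted effect of over 45% in size; temperature-sensitive fusion mutants such as fzo1-1 at 37 °C on non-fermentable ethanol glycerol medium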
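Growth-rescue viability read-out: after 48 h at the non-permissive 37C in glycerol/ethanol YPEG, yeast mitochondrial fusion mutants are measured by CellTiterGlo luminescence; compounds (23 nl pinned per well) restoring growth score as division inhibitors or fusion activators.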
B2AR arrestin – recruits beta-arrestin to the human beta2-adrenergic receptor. P07550. beta-arrestin recruitment to beta2AR, cell-based reporter. Potency, µM (titrated, usually from 46.1 µM), without a hit: at the top dose activation, most hits filed as activators. actives 0.02% (n = 330,000). AID 492947;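 also: potency is read from the fitted curve at half-maximal effect; 0% = DMSO controls and full agonism = EC100 isoproterenol or metaproterenol; nearly all actives have a fitted effect of over 65% in size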
uPA surface inh – blocks generation of uPA at the cell surface. cell surface uPA generation assay, qHTS. Potency, µM (highest dose often 38.3 µM), for the others: at the top dose activity change, negative = inhibition, actives largely listed as inhibitors. actives 0.31% (n = 330,000). AID 540303; active = well fitted inhibition curve with a large enough effect; inconclusive = small, poorly fitted or top-dose-only effect; inactive = no such curve, though single readings can be large or run the other way; tested in mouse RAW 264.7 cells; also: potency is read from the fitted curve at half-maximal effect; % is scaled to controls: 0 for no effect and ±100 for the full control effect; nearly all actives have a fitted effect of over 55% in size
Tb PFK inh – T. brucei PFK enzyme inhibition; T. brucei PFK, ADP-Glo luminescence; O15648; actives 0.17% (n = 330,000); Potency, µM (doses to about 57.5 µM), inactives show top-dose activity, negative = inhibition, usual class: inhibitors;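 also: potency is read from the fitted curve at half-maximal effect; 0% = uninhibited 1x PFK enzyme wells and -100% = no-enzyme wells; nearly all actives have a fitted effect of over 60% in size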
Target sequence (O15648 whole entry, looked up): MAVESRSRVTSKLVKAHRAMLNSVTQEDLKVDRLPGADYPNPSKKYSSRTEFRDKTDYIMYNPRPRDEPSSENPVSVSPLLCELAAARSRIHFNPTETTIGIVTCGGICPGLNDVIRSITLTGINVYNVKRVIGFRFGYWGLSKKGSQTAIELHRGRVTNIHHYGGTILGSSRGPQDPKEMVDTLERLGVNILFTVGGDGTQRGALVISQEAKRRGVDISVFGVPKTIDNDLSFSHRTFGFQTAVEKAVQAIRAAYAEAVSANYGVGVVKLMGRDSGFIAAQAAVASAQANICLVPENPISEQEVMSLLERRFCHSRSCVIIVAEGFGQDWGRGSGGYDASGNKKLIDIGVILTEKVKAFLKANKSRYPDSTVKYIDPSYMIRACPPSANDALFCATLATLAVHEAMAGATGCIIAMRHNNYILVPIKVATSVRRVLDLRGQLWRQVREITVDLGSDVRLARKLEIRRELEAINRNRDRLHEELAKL
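Activity is normalized to no-enzyme wells (full inhibition) and 1.25 nM enzyme wells (no inhibition). Reaction: 0.5 mM F6P, 0.1 mM ATP, 45 min RT, ADP-Glo luminescence; concentration-response curves fitted and classed by quality.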
ELG1 repair inh – inhibitors of ELG1-dependent DNA repair in HEK293T cells. Potency, µM (highest dose often 46.1 µM), for inactives: at the highest dose activity change, negative = inhibition, hits mostly inhibitors. actives 2.3% (n = 330,000). HEK293T ELG1-luciferase reporter, luminescence, 16 h; DNA damage induced by 5-fluorouridine; also: potency is read from the fitted curve at half-maximal effect; % is scaled to controls: 0 for no effect and ±100 for the full control effect; nearly all actives have a fitted effect of over 55% in size
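Reporter activity after DNA damage by 5-fluorouridine is monitored. Compound-treated cells incubate 16 hr at 37 °C, then ONE-Glo is added for 30 min before luminescence reading.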
Chronic BCR inh – inhibitors of chronic active B-cell receptor signaling. AID 493014. Potency, µM (titrated, usually from 46.1 µM), for inactives: at the top dose ratio change, negative = lower green/red ratio, actives largely listed as inhibitors. actives 0.05% (n = 340,000). ABC-DLBCL IkBa-CBG/CBR reporter, luminescence ratio, 4 h; active = well fitted inhibition curve with a large enough effect in the signal ratio, with a control signal flat, not every such curve was filed as active; inconclusive = small, poorly fitted or top-dose-only effect, or effect the other way, or a change in a side signal; the % refers to the signal ratio;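 also: potency is read from the fitted curve at half-maximal effect; plate controls were basal doxycycline-induced cells for no effect and cells given 10 µM MG132 for full effect; MG132 reads +100%, hits lower the ratio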
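Compounds up to 46 uM were incubated four hours with TMD8 cells whose green CBG68 luciferase is fused to IkappaBalpha; red CBR luminescence normalised the signal, and concentration-effect curves were fitted to fusion, red and ratio data.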
USP2a inh – inhibitors of human ubiquitin-specific protease USP2a. O75604. USP2 core, Ub-CHOP2 coupled fluorogenic reporter, 485/531. Potency, µM (highest dose often 38.3 µM), for inactives: at the highest dose activity change, negative = inhibition, hits mostly inhibitors. actives 0.01% (n = 330,000);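 also: potency is read from the fitted curve at half-maximal effect; plate controls were DMSO wells for no effect and full inhibition by NEM control for full effect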
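USP2 core (10nM final) preincubated 30min RT with compound in 20mM Tris-HCl pH 8.0, 2mM CaCl2, 2mM beta-mercaptoethanol, 0.05% CHAPS; 25nM Ub-CHOP2 plus 25nM reporter substrate added, fluorescence (Ex485/Em531) read after 60min.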
TCR activator – activates T cell receptor signaling; primary human leukocytes, anti-CD3, IL-2 HTRF, 48 h; 330,000 tested, under 10 active; AID 504894; Potency, µM (top dose mostly 9.22 µM), without a hit: at the highest dose activation of IL-2 secretion, most hits filed as activators; also: % of control where 0% means no effect
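IL-2 produced over 48 hr by a-CD3 bead-stimulated primary human leukocytes exposed to compounds was detected with a homogeneous time-resolved FRET immunoassay, 665nm acceptor signal after 320nm excitation.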
TSHR antagonist – blocks TSH signaling through the human TSH receptor; TSHR-expressing cells, TSH-stimulated cAMP HTRF, 2 h; hits give low values; activity change, negative = inhibition, % at 11.5 µM; actives 0.2% (n = 330,000); AID 504810;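 active = activity change below a set negative limit, meaning inhibition stronger than a set level, cut at about -70% in these data; inconclusive = activity change between two set negative limits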; also: % is scaled to controls: 0 for no effect and ±100 for the full control effect
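Freshly harvested TSHR cells receive pin-tooled compound, then EC80 TSH at 4nM final. After 2 hours at 37 deg C, antibody in lysis buffer and cAMP-d2 are added; 30 minutes at ambient temperature precede the HTRF read.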
PTAP TSG101 blk – blocks PTAP/TSG101 interaction to inhibit HIV-1 budding; AID 493005; Potency, µM (titrated, usually from 115 µM), without a hit: at the top dose activity change, negative = inhibition, actives largely listed as inhibitors; Fluorescence polarization, FITC-PTAP peptide / Tsg101 binding; 340,000 tested, under 10 active; Q99816; active = well fitted inhibition curve with a large enough effect in the main read-out, with a control signal flat, not every such curve was filed as active; inconclusive = small, poorly fitted or top-dose-only effect, or effect the other way, or a change in a side signal; inactive = no such curve, though single readings can be large or run the other way; also: potency is read from the fitted curve at half-maximal effect; % of control where 0% means no effect
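FP read-out: FITC-PTAP peptide, 50 nM final, binding Tsg101 binding domain, 10 uM final; 20 min, r.t.; 10 mM HEPES pH 7.5, 0.15 M NaCl, 0.01% Tween 20, 3 mM EDTA, 0.1 mM TCEP.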
Eya2 phos inh – Eya2 (human) phosphatase inhibition; recombinant Eya2, OMFP fluorescence dephosphorylation (OMFP is methylfluorescein phosphate); O00167; Potency, µM (doses to about 76.9 µM), for the others: at the top dose activity, negative = inhibition, most hits filed as inhibitors; actives 0.006% (n = 330,000); also: potency is read from the fitted curve at half-maximal effect; % is scaled to controls: 0 for no effect and ±100 for the full control effect
Target sequence (O00167 whole entry, looked up): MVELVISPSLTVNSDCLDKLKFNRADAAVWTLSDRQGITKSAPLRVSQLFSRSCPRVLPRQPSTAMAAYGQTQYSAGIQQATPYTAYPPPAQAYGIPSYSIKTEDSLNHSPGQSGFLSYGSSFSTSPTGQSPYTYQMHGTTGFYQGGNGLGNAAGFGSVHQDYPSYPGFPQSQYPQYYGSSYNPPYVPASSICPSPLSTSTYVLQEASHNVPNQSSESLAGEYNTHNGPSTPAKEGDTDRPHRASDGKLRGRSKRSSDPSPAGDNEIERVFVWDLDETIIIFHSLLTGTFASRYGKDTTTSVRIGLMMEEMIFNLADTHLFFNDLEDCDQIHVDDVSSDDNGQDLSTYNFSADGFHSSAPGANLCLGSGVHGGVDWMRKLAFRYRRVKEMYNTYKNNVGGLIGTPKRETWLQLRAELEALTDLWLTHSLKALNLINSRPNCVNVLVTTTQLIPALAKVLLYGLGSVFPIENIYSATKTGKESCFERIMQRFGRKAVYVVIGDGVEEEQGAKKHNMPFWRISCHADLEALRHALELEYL
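Eya2 (0.2 uM) preincubated 10 min at ambient with compound, then OMFP substrate added at 50 uM; 10 min reaction in 50 mM HEPES pH 7.5, 50 mM NaCl, 5 uM MgCl2, 0.05% BSA, 1 mM DTT. Fluorescence read at Ex 485/Em 525 nm.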
An asterisk follows results filed as active; ? = inconclusive; · = no result given; [ ] = another dose, or the depositor's remark. Unless noted, calls follow the shape of the dose curve; as a rule, active = well fitted curve in the direction sought with a large enough effect; inconclusive = small, poorly fitted or top-dose-only effect, or another doubt; inactive = no such curve, though single readings can be large; an effect the other way counts as inactive or inconclusive. Compounds were not picked by outcome; any-hit rate near 3%.

SMILES	Mito fusion act	B2AR arrestin	uPA surface inh	Tb PFK inh	ELG1 repair inh	Chronic BCR inh	USP2a inh	TCR activator	TSHR antagonist	PTAP TSG101 blk	Eya2 phos inh
O=C(Nc1ccc(F)cc1)c1cccc(N2C(=O)C3C4C=CC(C5CC45)C3C2=O)c1 (configuration not stated)	4.3%	-0.8%	1.8%	2.1%	16.4µM*	?	-2.7%	-11.5%	-33.6	2.0%	-5.9%
COc1ccc(C(=O)NC(=S)Nc2ccc(CN3CCOCC3)cc2)cc1Br	-18.3%	-0.8%	9.2%	1.6%	23.1µM*	-10.1%	-7.9%	2.0%	9.0	4.1%	-9.8%
CC(C)n1ncc2c(C(=O)NCC(=O)Nc3ccccc3Br)cc(C3CC3)nc21	24.8%	-3.6%	24.8%	0.3%	?	?	-10.4%	3.1%	25.1	2.2%	-9.2%
NS(=O)(=O)c1ccc(CNC(=O)CSc2nc3ccc(Cl)cc3[nH]2)cc1	2.5%	-1.8%	-0.6%	-1.1%	-1.7%	-0.1%	1.3%	·	3.1	-1.6%	-7.0%
C[C@@H](NC(=O)c1nc[nH]c1C(=O)N1CCN(c2ccccc2)CC1)c1ccccc1	2.2%	0.1%	7.0%	2.3%	28.0%	?	-0.9%	7.3%	-19.7	·	-15.9%
CCSc1nc(-c2cccs2)nc2ccccc12	-1.0%	0.1%	-5.4%	-3.8%	-14.8%	13.5%	1.2%	-0.6%	-9.6	-1.6%	5.9%
CN(Cc1c(C(=O)N2CCc3ccccc3C2)nc2ccc(Cl)cn12)C(C1CC1)C1CC1	9.1%	-0.4%	-3.8%	2.2%	-16.8%	-17.2%	-4.1%	4.1%	1.9	-2.4%	-1.2%
CCN(CC)S(=O)(=O)c1ccc(OC)c(NS(=O)(=O)Cc2ccccc2)c1	0.8%	0.3%	8.4%	-7.2%	-8.5%	3.1%	0.3%	1.5%	5.1	2.1%	-4.0%
Cc1cc(NC(=O)CSc2nc3c(sc4ccccc43)c(=O)n2CCc2ccccc2)n[nH]1	-1.9%	0.0%	2.6%	-2.0%	?	14.8%	4.3%	-0.6%	-1.7	-0.1%	15.4%
CSCCC(NS(=O)(=O)c1ccc2c(c1)oc(=O)n2C)C(=O)NCc1ccc(C)cc1 (configuration not stated)	0.1%	-0.4%	2.8%	-4.1%	?	-6.8%	1.7%	1.4%	2.3	-9.3%	0.5%
COc1ccc(/C=C/C(=O)NC(=S)NNC(=O)c2cc(OC)c(OC)c(OC)c2)cc1	-4.9%	-0.1%	-13.1%	1.3%	7.3µM*	-10.7%	-3.2%	-1.7%	-4.4	-1.2%	1.7%
CCn1cc(CNC(=O)CCSc2nc(-c3ccco3)cc(C(F)(F)F)n2)cn1	1.2%	-0.2%	-3.7%	-2.9%	?	-6.5%	-2.0%	-2.0%	6.0	-8.4%	9.4%
O=C(CN1C(=O)CCSc2ccc(S(=O)(=O)N3CCOCC3)cc21)Nc1ccccc1Cl	6.5%	0.0%	0.0%	0.0%	3.0%	14.4%	1.1%	1.5%	-0.4	-1.9%	-3.8%
COc1ccc(S(=O)(=O)NC(C)C(=O)O)cc1 (configuration not stated)	0.1%	-0.6%	4.3%	-1.9%	-1.6%	11.5%	0.8%	6.5%	5.7	-7.0%	-6.7%
CC(C)NC(=O)CCCc1c[nH]c2ccccc12	3.6%	-0.3%	8.4%	-2.4%	1.0%	?	3.3%	2.5%	13.0	-2.1%	-0.1%
CN(CC(=O)Nc1ccc(Cl)c(C(F)(F)F)c1)C(=O)CCN1C(=O)C2CC=CCC2C1=O (configuration not stated)	-5.1%	0.1%	?	-14.9%	?	0.0%	-1.9%	-7.3%	11.1	-6.6%	5.4%
O=C(O)CC(c1ccccc1)n1cnnn1 (configuration not stated)	1.8%	0.3%	-3.6%	-1.3%	-8.1%	0.1%	-4.2%	-0.8%	6.7	-1.7%	-7.9%
O=C(Nc1ccc2c(c1)OCCO2)c1cc(-n2cnnc2)ccc1Cl	-1.9%	-0.1%	2.5%	11.8%	-0.7%	?	3.2%	2.6%	-3.3	2.7%	7.9%
COc1cc2ccccc2cc1C(=O)OCC(=O)c1c(N)n(C)c(=O)n(C)c1=O	-0.3%	-0.1%	-2.0%	-2.2%	3.0%	-0.9%	-1.3%	6.6%	4.1	-1.5%	-2.3%
COc1ccc(NC(=O)CN(c2ccc(OC)c(Cl)c2)S(=O)(=O)c2ccccc2)cc1	-4.5%	-1.1%	-9.9%	4.5%	-18.2%	-12.3%	0.0%	-3.4%	-8.0	1.3%	-2.7%
O=C(NC(=S)NC1CCCCC1)c1ccccc1	-16.0%	5.6%	-1.9%	0.7%	?	-18.1%	3.7%	·	-22.0	-0.1%	-0.7%
S=C1N(c2ccccc2)C(c2cccc3ccccc23)N2CCCN12 (configuration not stated)	-3.0%	-1.5%	3.0%	3.9%	?	16.7%	0.6%	-6.3%	16.8	1.3%	22.1%
Cn1c(=O)c2c(SCc3ccccc3)nc(C3CC3)nc2n(C)c1=O	4.6%	-1.5%	4.9%	-7.5%	20.3%	0.2%	-0.4%	5.8%	1.9	-12.4%	17.5%
O=C(NCc1ccccn1)c1cccc(NS(=O)(=O)c2cccc(F)c2)c1	-0.7%	0.3%	2.9%	-12.2%	3.3%	-0.9%	-1.0%	1.4%[46.1 µM]	-0.1	0.4%	1.3%
CC1Oc2ccccc2C=C1/C=N/NC(=O)c1ccccc1 (configuration not stated)	?	-1.1%	-14.2%	0.6%	?	?	3.2%	-7.2%[46.1 µM]	-4.9	-7.3%	3.0%
CCOC(=O)Nc1sc(C)c(C)c1C(N)=O	-4.5%	-0.3%	3.6%	-2.6%	11.3%	-2.4%	3.7%	4.0%[46.1 µM]	-4.5	-0.1%	8.2%
CC(C)OCCCNC(=O)c1ccc2c(c1)S(=O)(=O)c1ccccc1C2=O	3.7%	-1.0%	7.3%	4.4%	-25.0%	-3.7%	-2.2%	-2.8%	-4.9	·	1.4%
C/C(=N\NC(=O)c1nnn(-c2nonc2N)c1-c1ccccc1)c1ccco1	4.2%	0.0%	8.0%	-0.9%	-1.1%	13.9%	-2.7%	-2.1%	-6.2	0.1%	-9.0%
O=C(O)COc1ccc(/C=N/n2cnc3scc(-c4cccs4)c3c2=O)cc1	1.4%	-0.7%	-1.9%	0.4%	5.2%	2.6%	0.9%	-3.2%[46.1 µM]	4.3	-3.9%	-6.9%
COc1ccc(C/C(=N\O)c2ccc(OC)cc2)cc1	4.8%	-0.5%	-1.6%	-0.9%	9.6%	-0.9%	2.5%	·	-10.1	-2.3%	12.8%
NC(=O)c1ccc(N2CCNC(=O)C2)c([N+](=O)[O-])c1	8.5%	0.5%	2.8%	-2.0%	-4.6%	0.7%	-0.2%	3.1%	0.4	0.4%	-13.1%
CCOC(=O)c1nc2cc3n(c(CC(C)C)c-2c1C)CC(C)=C3C	-1.1%	-0.7%	-2.6%	-3.2%	-24.9%	?	1.7%	3.5%[46.1 µM]	24.4	-5.9%	0.1%
C=CCNC(=O)/C(C#N)=C/c1c(N2CCN(c3ccccc3)CC2)nc2c(C)cccn2c1=O	12.0%	6.1%	-0.5%	1.5%	-15.6%	4.2%	0.5%	-0.4%	-8.5	1.6%	-5.2%

In the list so far, these have a furan ring, fused or not.
SMILES	Mito fusion act	B2AR arrestin	uPA surface inh	Tb PFK inh	ELG1 repair inh	Chronic BCR inh	USP2a inh	TCR activator	TSHR antagonist	PTAP TSG101 blk	Eya2 phos inh
CCn1cc(CNC(=O)CCSc2nc(-c3ccco3)cc(C(F)(F)F)n2)cn1	1.2%	-0.2%	-3.7%	-2.9%	?	-6.5%	-2.0%	-2.0%	6.0	-8.4%	9.4%
C/C(=N\NC(=O)c1nnn(-c2nonc2N)c1-c1ccccc1)c1ccco1	4.2%	0.0%	8.0%	-0.9%	-1.1%	13.9%	-2.7%	-2.1%	-6.2	0.1%	-9.0%
